Compound activity deposited in PubChem by National Center for Advancing Translational Sciences (NCATS).
PTAP TSG101 blk: qHTS Assay for Iinhibitors of HIV-1 Budding by Blocking the Interaction of PTAP/TSG101; 340,000 tested, under 10 active; Fluorescence polarization, FITC-PTAP peptide / Tsg101 binding; Potency, µM (titrated, usually from 115 µM), inactives show at the highest dose activity change, negative = inhibition, hits mostly inhibitors; Tumor susceptibility gene 101 protein (Homo sapiens), Q99816; active means well fitted inhibition curve with a large enough effect in the main read-out, with a control signal flat, not every such curve was filed as active; inconclusive means small, poorly fitted or top-dose-only effect, or effect the other way, or a change in a side signal; inactive means no such curve, though single readings can be large or run the other way; further: potency means the concentration at half of the fitted maximal effect; % of control where 0% means no effect
Target sequence (Q99816 whole entry, looked up): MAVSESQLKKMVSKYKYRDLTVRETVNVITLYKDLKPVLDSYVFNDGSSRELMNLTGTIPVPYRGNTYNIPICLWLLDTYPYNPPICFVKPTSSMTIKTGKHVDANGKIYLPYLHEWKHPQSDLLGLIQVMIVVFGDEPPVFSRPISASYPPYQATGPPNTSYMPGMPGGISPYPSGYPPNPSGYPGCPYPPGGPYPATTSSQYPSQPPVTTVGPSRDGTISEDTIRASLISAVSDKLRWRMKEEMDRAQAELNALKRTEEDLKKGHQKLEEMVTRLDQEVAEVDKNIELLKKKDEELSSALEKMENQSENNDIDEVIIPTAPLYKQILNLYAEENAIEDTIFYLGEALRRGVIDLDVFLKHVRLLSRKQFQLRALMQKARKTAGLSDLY
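Fluorescence polarization binding of Tsg101 binding domain (10 uM final) to FITC-labeled PTAP peptide (50 nM final) in HEPES pH 7.5 buffer with NaCl, Tween 20, EDTA, TCEP. Compounds added before peptide; binding 20 min at RT.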
ELG1 DNA repair: qHTS screen for small molecules that inhibit ELG1-dependent DNA repair in human embryonic kidney (HEK293T) cells expressing luciferase-tagged ELG1; HEK293T ELG1-luciferase reporter, luminescence, 16 h; DNA damage induced by 5-fluorouridine; actives 2.3% (n = 330,000); Potency, µM (titrated, usually from 46.1 µM), for the others: at the highest dose activity change, negative = inhibition, most hits filed as inhibitors; further: potency means the concentration at half of the fitted maximal effect; on the % scale 0 is the no-effect control and ±100 the full control effect; nearly all actives have a fitted effect of over 55% in size
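Luminescence from the luciferase reporter, measured 30 min after ONE-Glo reagent at room temperature, was the read-out. Beforehand, 2,000 cells per well were exposed for 16 hr at 37 °C to 5-fluorouridine together with compound or vehicle.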
Chronic BCR inh: qHTS Assay to Find Inhibitors of Chronic Active B-Cell Receptor Signaling; actives 0.05% (n = 340,000); AID 493014, 2011; ABC-DLBCL IkBa-CBG/CBR reporter, luminescence ratio, 4 h; Potency, µM (highest dose often 46.1 µM), inactives show at the highest dose ratio change, negative = lower green/red ratio, hits mostly inhibitors; active means well fitted inhibition curve with a large enough effect in the signal ratio, with a control signal flat, not every such curve was filed as active; inconclusive means small, poorly fitted or top-dose-only effect, or effect the other way, or a change in a side signal; the % refers to the signal ratio;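 further: potency means the concentration at half of the fitted maximal effect; plate controls were basal doxycycline-induced cells for no effect and cells given 10 µM MG132 for full effect; MG132 reads +100%, hits lower the ratio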
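Doxycycline induced both beetle luciferases in TMD8 lymphoma cells; IKK-driven degradation limits the IkappaBalpha-fused green signal, while red luminescence normalises for cell number and nonspecific effects. Compounds tested up to 46 uM, 4 hrs.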
uPA generation: qHTS for Inhibitors of Cell Surface uPA Generation; cell surface uPA generation assay, qHTS; AID 540303, 2011; actives 0.31% (n = 330,000); Potency, µM (top dose mostly 38.3 µM), for the others: at the highest dose activity change, negative = inhibition, actives largely listed as inhibitors; active means well fitted inhibition curve with a large enough effect; inconclusive means small, poorly fitted or top-dose-only effect; inactive means no such curve, though single readings can be large or run the other way; tested in mouse RAW 264.7 cells; further: potency means the concentration at half of the fitted maximal effect; on the % scale 0 is the no-effect control and ±100 the full control effect; nearly all actives have a fitted effect of over 55% in size
Mito fusion act: qHTS Assay for Small Molecule Inhibitors of Mitochondrial Division or Activators of Mitochondrial Fusion | S. cerevisiae fusion-defective mutant growth rescue, CellTiterGlo 48 h | Potency, µM (titrated, usually from 46.1 µM), without a hit: at the highest dose growth rescue (activation), actives largely listed as activators | actives 0.23% (n = 320,000);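 further: potency means the concentration at half of the fitted maximal effect; % of control where 0% means no effect; nearly all actives have a fitted effect of over 45% in size; temperature-sensitive fusion mutants such as fzo1-1 at 37 °C on non-fermentable ethanol glycerol medium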
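Read-out: ATP-based luminescence (CellTiterGlo, 10 min ambient) reporting growth of fusion-defective ts yeast after 48 hours at 37C on glycerol/ethanol YPEG medium in the presence of compound.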
USP2a inh: qHTS Assay for Inhibitors of Ubiquitin-specific Protease USP2a Using CHOP2 as the Reporter; Ubiquitin carboxyl-terminal hydrolase 2 (Homo sapiens), O75604; USP2 core, Ub-CHOP2 coupled fluorogenic reporter, 485/531; Potency, µM (top dose mostly 38.3 µM), without a hit: at the top dose activity change, negative = inhibition, usual class: inhibitors; actives 0.01% (n = 330,000);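 further: potency means the concentration at half of the fitted maximal effect; plate controls were DMSO wells for no effect and full inhibition by NEM control for full effect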
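Deubiquitinase activity read as fluorescence (485/531 nm) after Ub-CHOP2 cleavage activates the enterokinase reporter on its substrate; USP2 core 10nM, Ub-CHOP2 and substrate 25nM each, 30min compound preincubation then 60min RT; data normalized to NEM, curves fitted.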
Eya2 phos inh: qHTS Assay for Inhibitors of the Phosphatase Activity of Eya2; Potency, µM (top dose mostly 76.9 µM), inactives show at the highest dose activity, negative = inhibition, usual class: inhibitors; AID 488837, 2010; actives 0.006% (n = 330,000); recombinant Eya2, OMFP fluorescence dephosphorylation (OMFP is methylfluorescein phosphate); further: potency means the concentration at half of the fitted maximal effect; on the % scale 0 is the no-effect control and ±100 the full control effect
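Eya2 (0.2 uM) preincubated 10 min at ambient with compound, then OMFP substrate added at 50 uM; 10 min reaction in 50 mM HEPES pH 7.5, 50 mM NaCl, 5 uM MgCl2, 0.05% BSA, 1 mM DTT. Fluorescence read at Ex 485/Em 525 nm.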
Tb PFK inh: qHTS Assay to Find Inhibitors of T. brucei phosphofructokinase; T. brucei PFK, ADP-Glo luminescence; Potency, µM (series often up to 57.5 µM), inactives show top-dose activity, negative = inhibition, usual class: inhibitors; actives 0.17% (n = 330,000);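 further: potency means the concentration at half of the fitted maximal effect; 0% = uninhibited 1x PFK enzyme wells and -100% = no-enzyme wells; nearly all actives have a fitted effect of over 60% in size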
Target sequence (O15648 whole entry, looked up): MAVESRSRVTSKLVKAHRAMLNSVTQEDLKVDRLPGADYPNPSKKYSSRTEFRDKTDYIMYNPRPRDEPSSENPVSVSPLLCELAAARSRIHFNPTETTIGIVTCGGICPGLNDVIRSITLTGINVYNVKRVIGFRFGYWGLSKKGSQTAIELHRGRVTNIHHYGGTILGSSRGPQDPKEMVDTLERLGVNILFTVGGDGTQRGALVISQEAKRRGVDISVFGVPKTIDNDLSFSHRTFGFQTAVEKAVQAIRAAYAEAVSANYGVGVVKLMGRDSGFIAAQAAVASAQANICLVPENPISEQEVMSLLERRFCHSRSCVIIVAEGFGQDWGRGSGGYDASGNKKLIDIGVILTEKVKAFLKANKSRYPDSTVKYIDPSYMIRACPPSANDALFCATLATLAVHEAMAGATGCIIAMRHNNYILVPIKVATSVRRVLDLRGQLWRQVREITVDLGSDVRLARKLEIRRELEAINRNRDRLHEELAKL
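Compounds were pin-transferred as a titration series up to 57 uM into substrate buffer (0.5 mM F6P, 0.1 mM ATP, pH 8.0), then 1.25 nM PFK was added and reactions ran 45 min before ADP-Glo detection.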
TCR act: Activators of T cell receptors: qHTS campaign | primary human leukocytes, anti-CD3, IL-2 HTRF, 48 h | Potency, µM (series often up to 9.22 µM), for the others: at the top dose activation of IL-2 secretion, usual class: activators | 330,000 tested, under 10 active | AID 504894, 2011; further: % of control where 0% means no effect
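1) Mix primary human leukocytes, a-CD3 beads and compound. 2) Incubate 48 hr. 3) Add HTRF IL-2 reagents (a-IL-2-K, a-IL-2-d2).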
B2AR arrestin: qHTS assay of beta-arrestin-biased ligands of beta2-adrenergic receptor; AID 492947, 2010; Potency, µM (top dose mostly 46.1 µM), for the others: at the top dose activation, usual class: activators; actives 0.02% (n = 330,000); beta-arrestin recruitment to beta2AR, cell-based reporter; Beta-2 adrenergic receptor (Homo sapiens), P07550;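 further: potency means the concentration at half of the fitted maximal effect; 0% = DMSO controls and full agonism = EC100 isoproterenol or metaproterenol; nearly all actives have a fitted effect of over 65% in size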
TSHR antag: Antagonists of the Thyroid Stimulating Hormone Receptor: HTS campaign | TSHR-expressing cells, TSH-stimulated cAMP HTRF, 2 h; hits give low values | activity change, negative = inhibition, % at 11.5 µM | actives 0.2% (n = 330,000) | AID 504810, 2011;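 active means activity change below a set negative limit, meaning inhibition stronger than a set level, cut at about -70% in these data; inconclusive means activity change between two set negative limits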; further: on the % scale 0 is the no-effect control and ±100 the full control effect
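Antagonism was scored as loss of TSH-driven cAMP in TSHR cells, stimulated with 4nM TSH (EC80) for 2 hours at 37 deg C and detected by homogeneous HTRF competition immunoassay.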
An asterisk follows results filed as active; ? = inconclusive; . = not tested or not shown; [ ] = remark or other dose. Unless noted, the call rests on the fitted dose curve; in most records, active means well fitted curve in the direction sought with a large enough effect; inconclusive means small, poorly fitted or top-dose-only effect, or another doubt; inactive means no such curve, though single readings can be large; an effect the other way counts as inactive or inconclusive.

Every second line gives: PTAP TSG101 blk, ELG1 DNA repair, Chronic BCR inh, uPA generation, Mito fusion act, USP2a inh, Eya2 phos inh, Tb PFK inh, TCR act, B2AR arrestin, TSHR antag
(1) Cc1onc(-c2ccccc2)c1C(=O)OCc1nnc(-c2ccc([N+](=O)[O-])cc2)o1
  -1%, ?, -8%, -12%, 17%, 0%, -15%, 5%, 4%, 0.0%, -11
(2) Cc1ccsc1C(=O)OCC(=O)Nc1c(C)n(C)n(-c2ccccc2)c1=O
  -1%, 1%, 3%, 1%, -6%, 4%, -3%, 0%, -1%[46.1 µM], -0.8%, -10
(3) C=CCNC(=S)N1CCN(C2CCCCC2)CC1
  1%, -16%, -1%, 4%, -7%, 10%, -1%, 3%, 11%, -0.4%, 13
(4) CC(CNC(=O)CN1C(=O)COc2ccc(S(=O)(=O)N3CCCCC3)cc21)c1ccccc1 (stereo unspecified)
  -5%, 6%, 4%, -3%, ?, 1%, 7%, -4%, -19%, -0.2%, 17
(5) Cc1ccc2cc(S(=O)(=O)NCCCN3CCOCC3)ccc2c1
  0%, -13%, ?, 1%, -8%, 4%, -12%, -2%, 0%, -0.5%, -7
(6) CCCn1nnnc1SCC(=O)Nc1cccc(NC(=O)c2ccco2)c1
  -7%, -1%, ?, 0%, -2%, 2%, -9%, -6%, 0%, -0.2%, -6
(7) C/C(=N\NC(=O)COc1ccccc1[N+](=O)[O-])c1cccc(NC(=O)c2ccncc2)c1
  -5%, 9.2µM*, ?, -8%, 1%, 0%, -12%, -3%, 3%, -0.4%, -4
(8) COc1cccc(/C=N/Nc2nc(C)cc(=O)[nH]2)c1OC
  1%, ?, ?, -4%, 12%, -2%, 4%, -3%, 7%, -0.3%, -4
(9) Cc1cc(C)c(OCCOCCN(C)C)c(Br)c1
  -2%, -2%, 0%, 3%, -3%, 3%, 8%, 0%, 2%[46.1 µM], -0.4%, 14
(10) CC[C@@]1(C(=O)OC)N[C@H](CN(C)S(=O)(=O)c2ccc(OC)cc2)[C@@H]2C(=O)N(C)C(=O)[C@@H]21
  1%, 15%, 1%, -2%, ., 1%, 6%, -8%, -4%, -0.6%, 18
(11) C/C(=N\NC(=O)C(=O)Nc1cc(Cl)ccc1Cl)c1ccncc1
  -3%, -9%, 1%, 3%, 6%, 0%, -2%, 0%, -13%[46.1 µM], -0.5%, 5
(12) O=C(CNc1cccc(C(F)(F)F)c1)N/N=C/c1ccccc1C(=O)O
  -1%, 1%, -6%, 3%, 6%, -2%, 0%, -2%, -3%, -0.5%, 0
(13) O=C(CCC(=O)c1cccs1)NCC(c1ccc(F)cc1)N1CCOCC1 (stereo unspecified)
  0%, 8%, -5%, -13%, 1%, 1%, -14%, 4%, -2%, -0.1%, 7
(14) CSc1ccccc1NC(=O)CSc1nncs1
  1%, -2%, -15%, -7%, 3%, -1%, -11%, 0%, -3%, 0.1%, 0
(15) Cc1ccc(C=Nc2ccccc2C(N)=O)cc1
  -3%, ?, ?, ., 0%, ?, 12%, 7%, 6%, -0.2%, 17
(16) CC(C)n1c(SCc2ccc(Cl)cc2)nc2c1c(=O)[nH]c(=O)n2C
  -4%, 9%, -6%, -10%, 6%, 4%, 7%[15.4 µM], -3%, -7%, 0.1%, -6
(17) O=C(NC1(C(=O)NC2CCCCC2)CCCCC1)c1ccccn1
  1%, -5%, 16%, -1%, 3%, 3%, 6%, -3%, ., 0.1%, 1
(18) CC(NCC(=O)Nc1ccccc1C(=O)NC1CC1)c1cccs1 (stereo unspecified)
  -1%, -11%, 1%, -1%, ., 1%, 4%, -5%, -11%, -0.7%, -2
(19) c1ccc(N2CCN(c3nc4cc5c(cc4s3)OCO5)CC2)cc1
  -4%, ?, ?, 1%, 4%, 3%, -18%, -11%, -8%, -0.4%, -19
(20) Cc1cc(=O)[nH]c(SCC(=O)N2CCCc3ccccc32)n1
  -5%, 5%, -9%, -3%, 0%, -1%, 9%, 0%, -6%[46.1 µM], -0.2%, 2
(21) Cc1csc(SCC(=O)Nc2cccc(S(=O)(=O)N3CCCC3)c2)n1
  -4%, ?, 9%, 3%, -3%, 9%, 0%, 5%, -6%, -0.1%, -6
(22) Cc1noc(NS(=O)(=O)c2ccc(N/C=C\C(=O)c3ccccc3)cc2)c1C
  -1%, ?, 3%, 4%, -15%, 5%, -1%, 1%, -8%, -1.1%, -6
(23) O=C(Nc1ccccc1N1CCN(C(=O)c2ccccc2)CC1)c1ccc2c(c1)OCO2
  -1%, ?, ?, 9%, 3%, 2%, -2%, 1%, 6%, 0.3%, -5
(24) O=C(N/N=C/c1ccc(O)cc1O)c1ccncc1
  -7%, ?, -7%, ?, 11%, 0%, -4%, 3%, -11%, -0.1%, -5
(25) CN1CCCN(C(=O)c2cc3c(s2)CCCC3)CC1
  -1%, -1%, 0%, 11%, 4%, 0%, 4%, -5%, 5%, -0.2%, -3
(26) CCOC(=O)C1(Cc2ccccc2C(F)(F)F)CCN(Cc2ccon2)CC1
  -3%, ?, -10%, 1%, 0%, 6%, 7%, -2%, 4%, 0.2%, -16
(27) CC(C)Oc1ccccc1C1NC(=O)CCC1[N+](=O)[O-] (stereo unspecified)
  -3%, ?, ?, -3%, 33%, 2%, 12%, 12%, -1%, 0.1%, 9
(28) Cc1sc2ncnc(N3CCC(C(=O)NNC(=O)c4ccc(Cl)cc4)CC3)c2c1C
  -3%, ?, -13%, 3%, -3%, 1%, -8%, 0%, -1%, -0.3%, -8
(29) O=C1c2ccccc2C(Nc2ccccc2)N1c1cccnc1 (stereo unspecified)
  -3%, -5%, -5%, -22%, 0%, -2%, 5%, 0%, -6%, -0.6%, -7
(30) COc1cccc(CNC(=O)CCC2CCCN(C(=O)CCC(F)(F)F)C2)c1 (stereo unspecified)
  4%, 12%, -9%, 2%, -2%, -2%, -15%, -6%, 4%, -0.3%, -11
(31) CCCCc1ccc(NC(=S)N2CCC(O)CC2)cc1
  0%, 0%, 1%, 2%, 0%, 4%, -20%, 4%, -4%, -1.1%, -13
(32) Cc1nn2c(-n3ccnc3)c3c(nc2c1-c1ccccc1)CCC3
  -4%, ?, 0%, 3%, -3%, -1%, 10%, 0%, 4%, -0.2%, -19

Some of these compounds in order of SMILES length, highest first:
Every second line gives: PTAP TSG101 blk, ELG1 DNA repair, Chronic BCR inh, uPA generation, Mito fusion act, USP2a inh, Eya2 phos inh, Tb PFK inh, TCR act, B2AR arrestin, TSHR antag
(30) COc1cccc(CNC(=O)CCC2CCCN(C(=O)CCC(F)(F)F)C2)c1 (stereo unspecified)
  4%, 12%, -9%, 2%, -2%, -2%, -15%, -6%, 4%, -0.3%, -11
(8) COc1cccc(/C=N/Nc2nc(C)cc(=O)[nH]2)c1OC
  1%, ?, ?, -4%, 12%, -2%, 4%, -3%, 7%, -0.3%, -4
(29) O=C1c2ccccc2C(Nc2ccccc2)N1c1cccnc1 (stereo unspecified)
  -3%, -5%, -5%, -22%, 0%, -2%, 5%, 0%, -6%, -0.6%, -7

Record cards (already shown). Values in the order: PTAP TSG101 blk | ELG1 DNA repair | Chronic BCR inh | uPA generation | Mito fusion act | USP2a inh | Eya2 phos inh | Tb PFK inh | TCR act | B2AR arrestin | TSHR antag
`Cc1cc(=O)[nH]c(SCC(=O)N2CCCc3ccccc32)n1` is entered as -5% | 5% | -9% | -3% | 0% | -1% | 9% | 0% | -6%[46.1 µM] | -0.2% | 2
`Cc1ccc2cc(S(=O)(=O)NCCCN3CCOCC3)ccc2c1` is entered as 0% | -13% | ? | 1% | -8% | 4% | -12% | -2% | 0% | -0.5% | -7
